# SENP8 inh: inhibitors of human SENP8 protease; 360,000 compounds, 0.64% hits; recombinant SENP8, Nedd8 substrate fluorescence; Q96LD8; inhibition, % at 20 µM; in the data active = inhibition mostly above about 40%, no sharp cut-off; inactive = mostly below about 27%
# Target sequence (Q96LD8 whole entry, looked up): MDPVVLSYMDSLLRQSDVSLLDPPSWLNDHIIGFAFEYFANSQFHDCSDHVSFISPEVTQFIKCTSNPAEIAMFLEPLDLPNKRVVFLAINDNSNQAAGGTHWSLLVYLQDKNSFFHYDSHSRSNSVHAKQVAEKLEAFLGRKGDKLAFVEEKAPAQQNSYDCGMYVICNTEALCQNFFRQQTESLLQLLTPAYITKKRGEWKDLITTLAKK
# SENP1 FRET inh: SENP1 (human) catalytic domain inhibition. AID 624204. recombinant SENP1 catalytic domain, CyPet-SUMO1-YPet FRET cleavage. Q9P0U3. 360,000 compounds, 0.21% hits. inhibition, % at 10 µM;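 active = inhibition at least 30% at 10 µM, raw YFP signal under a set limit, fluorescence ratio 0.5 to 1.5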;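 also: 0% = enzyme with DMSO and 100% = no enzyme wells; some results filed as inactive read as strong as hits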
# Target sequence (Q9P0U3 419-644 limits assumed): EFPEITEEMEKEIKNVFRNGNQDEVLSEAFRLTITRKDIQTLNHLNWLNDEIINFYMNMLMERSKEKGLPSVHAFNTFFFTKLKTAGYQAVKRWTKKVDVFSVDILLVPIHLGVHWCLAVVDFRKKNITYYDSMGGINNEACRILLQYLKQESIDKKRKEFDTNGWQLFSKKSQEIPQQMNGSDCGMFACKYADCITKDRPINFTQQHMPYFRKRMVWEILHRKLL
#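 Material: hSENP1 catalytic domain, recombinant; medium: Tris pH 8 with BME, BSA, NP40 and catalase; compound: single concentration of 10 µM compound, 0.5% DMSO final; technique: FRET read of cyan and yellow fluorescence; timing: 50 min enzyme reaction, room temperature, light-protected; reagent: SFCypet-SUMO1-SFYpet substrate at 25 nM; control set: no-enzyme low, enzyme-DMSO high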
# Numbers without * were called inactive.
SMILES,SENP8 inh,SENP1 FRET inh
CCOC(=O)C1(C)CCCN1C(=O)c1ccccc1F (stereo unspecified),14,1
Cc1ccc(-c2cc(NC=O)c3ncc(-c4cccc(C(=O)N(C)C)c4)n3c2)cc1,-349,-23
CCCCCCCCN1C(=O)[C@H](CC(=O)NCc2ccc(C)o2)C[C@@]2(C(=O)OCC)CCC=C12,14,-3
COCCNC(=O)c1cccc2c(-c3cccc(C(N)=O)c3)coc12,-2,1
N#Cc1ccc(S(=O)(=O)N2CCCCC2c2cc(C(=O)NCc3cccnc3)no2)cc1 (stereo unspecified),18,5
Cc1cccc(C)c1-n1nnnc1C1(C)CCC(=O)N1CCc1ccccc1F (stereo unspecified),7,2
O=C(Nc1nnc([C@@H]2C[C@H](O)[C@@H](CO)O2)s1)c1cccc(C(F)(F)F)c1,-2,0
COC(=O)C1=CN(c2cccc(OCc3ccccc3)c2)C(N)=C(C#N)C1c1ccccc1 (stereo unspecified),-71,-2
N#Cc1cccc(NC(=O)c2cc(C3CCCCN3C(=O)c3ccccn3)on2)c1 (stereo unspecified),10,0
CCCCC1Cc2[nH][nH]c(=O)c2C(c2ccc(F)cc2)O1 (stereo unspecified),19,4
CCCCC[C@H](C)N1C[C@@H](COCc2ccccc2)Oc2cc(N3CCC[C@H]3CO)ccc2S1(=O)=O,11,0
COc1cc2oc(=O)cc(CN3CCN(c4ccccc4F)CC3)c2cc1Cl,-2,-5
CC1(C(=O)Nc2ccc3c(c2)OCCO3)CCN1Cc1ccccc1OC(F)F (stereo unspecified),2,-2
CC(=O)c1cccc(-c2cnc3c(NC=O)cc(-c4ccc(F)cc4)cn23)c1,-47,-4
CCc1nc2c(OCc3ccc(C(=O)N(C)C)cc3)cccn2c1N(C)C(=O)c1ccc(C)cc1,8,-5
Cc1cc(NC(=O)CS(=O)(=O)c2cn(Cc3cccc(C(F)(F)F)c3)c3ccccc23)no1,-6,1
CCNC(=O)C1(C)CCN(C(=O)c2ccc(OC)c(OC)c2)C1 (stereo unspecified),13,3
CCCNC(=O)C1(C)CCN(Cc2ccc(-n3ccnc3)cc2)C1 (stereo unspecified),20,2
CC(=O)Nc1cc(-c2ccc(N(C)C)cc2)cn2c(-c3ccc(F)c(Cl)c3)cnc12,-494,52
O=C1NC[C@H](CCCCN2C[C@H](Cc3ccccc3)N(CCC3CCCCC3)C(=O)C2=O)N(CC2CCCCC2)C1=O,7,0
O=C(NCc1cccnc1)c1cc(C2CCCCN2C(=O)OCCF)on1 (stereo unspecified),16,1
COCCNC(=O)C1CCCN(C(=O)c2ccnc(Cl)c2)CC1 (stereo unspecified),22,0
O=C1c2ccccc2C(c2nnnn2-c2ccc3c(c2)OCCO3)N1CCc1ccccc1F (stereo unspecified),23,1
Cc1cc2oc(=O)cc(CN(C)Cc3ccccc3)c2cc1C,6,-1
COC(=O)C1=CN(c2ccc(Oc3ccccc3)cc2)C(N)=C(C#N)C1c1ccc(-c2ccccc2)cc1 (stereo unspecified),-338,-15
# Remaining list, next part.
SMILES,SENP8 inh,SENP1 FRET inh
COc1ccccc1CC1(C)C(=O)Nc2ccc(OC(F)(F)F)cc21 (stereo unspecified),14,3
Cc1ccccc1-c1csc(C(C)(O)c2ccc(F)c(F)c2)n1 (stereo unspecified),2,1
COC(=O)[C@]12CCCCC=C1N(Cc1ccc3c(c1)OCO3)C(=O)[C@H](CC(=O)N1CCN(C(=O)C3CC3)CC1)C2,19,1
CS(=O)(=O)N1CCCCC1c1cc(C(=O)NCc2ccc(Cl)c(Cl)c2)no1 (stereo unspecified),5,1
CCCNC(=O)C1(C)CCCN(Cc2ccccc2F)C1 (stereo unspecified),5,2
COCCOC(=O)N1CCCCC1c1cc(C(=O)Nc2cccc3c2CCCC3)no1 (stereo unspecified),26,0
O=C(c1ccccn1)N(Cc1ccco1)C1(C(=O)Nc2ccc(Br)cc2)CCCCC1,13,1
CC(O)(c1ccc(F)c(F)c1)c1nc(-c2ccncc2)cs1 (stereo unspecified),12,-2
CCCc1ccc2c(C(F)(F)F)cc(C(F)(F)F)cc2n1,9,1
CCOC(=O)[C@]12CCCC=C1N(Cc1ccc3c(c1)OCO3)C(=O)[C@H](CC(=O)NCc1ccc(C)o1)C2,11,-3
N#Cc1ccc(S(=O)(=O)N2CCCCC2c2cc(C(=O)NCc3ccccc3)no2)cc1 (stereo unspecified),7,2
COc1ccc(OC)c(CN2C(=O)CN(S(C)(=O)=O)CC2(C)C(=O)Nc2c(C)cccc2C)c1 (stereo unspecified),2,-9
O=C(Cn1cc(-c2ccccn2)nn1)NS(=O)(=O)c1cccc(OC(F)F)c1,34,0
COc1ccc2c(c1)CCC(=O)[C@H](O)C[C@H](c1ccccc1)OC2=O,7,0
COc1ccc(C(=O)Nc2c(F)c(F)c(F)c(F)c2F)cc1OC,12,-1
CCCCN(C)C(=O)c1ccc(Nc2nc(C(N)COCc3ccccc3)cs2)nc1 (stereo unspecified),-197,-72
OC[C@@H]1CN(Cc2cccs2)C[C@H](n2cnc3c(NCc4ccncc4)ncnc32)O1,2,-4
CCCc1ccc(C(O)c2ncc(-c3ccccc3)[nH]2)cc1 (stereo unspecified),8,-2
OC[C@@H]1CN(Cc2ccco2)C[C@H](n2cnc3c(N4CCN(c5ccccc5)CC4)ncnc32)O1,11,1
Cc1cn([C@H]2C[C@H](O)[C@@H](/C=C/C(=O)NCc3cccc4ccccc34)O2)c(=O)[nH]c1=O,12,-1
COC(=O)[C@]12CCCCC=C1N(CCC1=CCCCC1)C(=O)[C@H](CC(=O)N1CCSCC1)C2,16,1
CCOC(=O)C(=O)N(C)c1c(CC)nc2c(OCc3ccc(Cl)cc3)cccn12,17,2
CC1(C(=O)NS(=O)(=O)c2ccccc2)CCN1C(=O)C1(c2ccccc2)CCCC1 (stereo unspecified),13,-1
COc1ccccc1N1CCN(Cc2cc(=O)oc3cc(C)cc(C)c23)CC1,29,2
CSc1ccc(CNC(=O)C2(C)CCCN2C)cc1 (stereo unspecified),14,0
# The list continues.
SMILES,SENP8 inh,SENP1 FRET inh
c1ccc(SC23CCCCN(CCC2)C32OCCO2)cc1 (stereo unspecified),9,1
CSc1ccc(CN2CCC2(C)C(=O)Nc2ccc(C)c(O)c2)cc1 (stereo unspecified),27,2
CC(O)(c1ccc(F)c(F)c1)c1nc(-c2cccc(C(=O)O)c2)cs1 (stereo unspecified),24,0
C[C@H](NC(=O)C[C@@H]1CC[C@H]2[C@@H](COC[C@H](O)CN2Cc2ccc(C(F)(F)F)cc2)O1)c1ccccc1,12,3
COCCN1C(=O)CCC1(C)C(=O)Nc1c(C)cccc1C (stereo unspecified),15,-1
COc1ccc(Cc2c(-c3ccco3)nc3ccc(Cl)cn23)c(C)c1,-41,0
COC(=O)C[C@@H]1C=C[C@@H](NS(=O)(=O)c2ccc(OC)cc2)[C@@H](CO)O1,9,4
CCCCc1c(-c2ccccc2Br)ncn1CCc1ccccc1OC,13,-2
CCc1nc2c(OCC(=O)C(C)(C)C)cccn2c1N(C)C(=O)c1cccs1,13,1
O=C(NCc1ccc(Cl)nc1)c1ccc2sc([C@@H]3O[C@H](CO)[C@H](O)[C@H](O)[C@H]3O)nc2c1,8,0
COc1ccc(S(=O)(=O)N(C)C[C@@H]2OCc3cn(nn3)CCCC(=O)N([C@H](C)CO)C[C@H]2C)cc1,12,2
O=C(NCC[C@@H]1CC[C@@H](NS(=O)(=O)c2ccccc2)[C@@H](CO)O1)c1cc(Cl)cc(Cl)c1,18,2
O=C(NCc1ccc(F)cc1)c1cc(C2CCCN(C(=O)c3cccs3)C2)on1 (stereo unspecified),6,3
O=c1ncccn1C1OC(CO)C(O)C1O (stereo unspecified),7,0
CC1(C(=O)Nc2ccc3c(c2)OCCO3)CCN1C(=O)C/C=C/c1ccccc1 (stereo unspecified),16,2
COC(=O)c1ccc(Cn2c(C)c(C(=O)Nc3cccc(Oc4ccccc4)c3)sc2=O)o1,3,3
Cc1ccc(CN2C(=O)C(C)Sc3ccc(C#N)cc32)cc1 (stereo unspecified),7,2
CN(C)c1ccc(CNC(=O)C2(C)Cc3c(-c4ccc5c(c4)OCO5)ccnc3O2)cc1 (stereo unspecified),9,1
N#Cc1cccnc1N1CCN(C(c2ccnc3ccccc23)c2nnnn2-c2ccc3c(c2)OCCO3)CC1 (stereo unspecified),-65,-1
O=C1NC[C@H](CCCCN2C[C@H](Cc3ccc(O)cc3)N(CCc3ccccc3)C(=O)C2=O)N(Cc2ccccc2)C1=O,16,1
CC(C)NC(=O)C1(C)CCCN1C(=O)c1cc(C#N)cs1 (stereo unspecified),1,0
Cc1cccc(COC[C@H](Cc2ccccc2)N2CCN(C(=O)c3ccc(C(F)(F)F)cc3)CCC2=O)c1,13,0
COc1ccc(-c2cnc3cccnn23)cn1,-484,-44
COc1ccccc1NC(=O)Nc1nnc([C@H]2C[C@H](O)[C@@H](CO)O2)s1,20,-1
O=C(Nc1ccc(F)cc1)Nc1nnc([C@@H]2C[C@H](O)[C@@H](CO)O2)s1,21,1
# Additional structures follow:
SMILES,SENP8 inh,SENP1 FRET inh
CN(C)CCN1CCN(C2CN(Cc3cn(Cc4cccc(C(F)(F)F)c4)nn3)S(=O)(=O)C2)CC1 (stereo unspecified),8,-1
CN(Cc1ccccc1)C(=O)c1ccc(Nc2nc(C(N)Cc3ccccc3)cs2)nc1 (stereo unspecified),-228,-7
CCCCNC(=O)C1(C)CCC(=O)N1c1cc(C(C)(C)C)nn1C (stereo unspecified),22,2
CC(O)(c1cccnc1)c1nc(-c2cc(F)cc(F)c2)cs1 (stereo unspecified),10,2
Cc1cnc(C)c(Nc2nc(C(N)Cc3ccccc3)cs2)n1 (stereo unspecified),-136,-4
COCCNc1nc2cc(-c3ccsc3)sc2c(=O)n1C,-96,2
Cc1ccc(CN2CC(N3CCCCC3)CS2(=O)=O)cc1 (stereo unspecified),17,4
Cc1cc2oc(=O)cc(CN(Cc3ccccc3)Cc3ccccc3)c2cc1Cl,11,-2
Cc1cccc(NC(=O)Nc2nnc([C@@H]3C[C@H](O)[C@@H](CO)O3)s2)c1,4,2
COc1ccccc1CNc1nc(NCCOc2ccccc2)c2sccc2n1,-26,3
CCOC(=O)[C@]12CCC=C1N(Cc1cccc3ccccc13)C(=O)[C@H](CC(=O)NCCCN1CCCC1=O)C2,4,1
COc1ccc(-c2cnc3c(NC(C)=O)cc(-c4ccsc4)cn23)cc1OC,-346,-25
Nc1ncnc2c1ncn2[C@@H]1O[C@H](C(=O)N2CCN(c3nc4ccccc4o3)CC2)[C@@H](O)[C@H]1O,15,0
CC1(C(=O)NCc2cccs2)Cc2c(-c3ccc4c(c3)OCO4)ccnc2O1 (stereo unspecified),-60,-1
CC(=O)Nc1ccc(S(=O)(=O)NCc2ccc(C(=O)NCCN(C)Cc3ccccc3)cc2)cc1,8,2
CC(C)NC(=O)C1(C)CN(S(C)(=O)=O)CC(=O)N1Cc1ccco1 (stereo unspecified),16,-1
O=C(OCc1ccccc1)N1CCC2CC1c1cc(N3CCN(S(=O)(=O)c4cccc5ccccc45)CC3)ccc12 (stereo unspecified),14,-2
CCNC(=O)C1(C)CCN(C(=O)c2cccc(OC(F)(F)F)c2)C1 (stereo unspecified),18,5
COCCNC(=O)C1(C)CCCN(C(=O)CCc2ccccc2)C1 (stereo unspecified),18,2
Cc1ccccc1CN1C(=O)CN(S(C)(=O)=O)CC1(C)C(=O)Nc1c(C)cccc1C (stereo unspecified),3,0
CCOC(=O)C1=CC[C@@H](c2cccc(Br)c2)N(S(=O)(=O)c2ccc(F)cc2)[C@H]1c1cccc(Cl)c1,20,1
COc1ccc(S(=O)(=O)NC(=O)C2(C)CCN2C(=O)Cc2cc(F)ccc2F)cc1 (stereo unspecified),10,2
CCNC(=O)C1(C)CCCN(Cc2cccc(Oc3ccccc3)c2)C1 (stereo unspecified),16,0
CCOC(=O)C1=CCN(S(=O)(=O)c2ccccc2F)C1c1cccc(F)c1 (stereo unspecified),10,0
FC(F)C(F)(F)Oc1cccc(Nc2nccn3c(-c4cc(C(F)(F)F)cc(C(F)(F)F)c4)cnc23)c1,-139,-8
COc1ccc(-c2cc(C(=O)NCc3cccc(Cl)c3)[nH]n2)c(C)c1,11,1
CC(C)(C)OC(=O)N1CCC[C@H]1C(=O)N1CCC[C@H]1C(=O)NCc1ccc(F)cc1F,18,1

# Some of these compounds in order of molecular weight, rising.
SMILES,SENP8 inh,SENP1 FRET inh
Cc1ccc(CN2CC(N3CCCCC3)CS2(=O)=O)cc1 (stereo unspecified),17,4
CC(O)(c1cccnc1)c1nc(-c2cc(F)cc(F)c2)cs1 (stereo unspecified),10,2
COCCNC(=O)C1(C)CCCN(C(=O)CCc2ccccc2)C1 (stereo unspecified),18,2
CCNC(=O)C1(C)CCN(C(=O)c2cccc(OC(F)(F)F)c2)C1 (stereo unspecified),18,5
CC(C)NC(=O)C1(C)CN(S(C)(=O)=O)CC(=O)N1Cc1ccco1 (stereo unspecified),16,-1
COc1ccc(-c2cnc3c(NC(C)=O)cc(-c4ccsc4)cn23)cc1OC,-346,-25
COc1ccccc1CNc1nc(NCCOc2ccccc2)c2sccc2n1,-26,3
COc1ccc(S(=O)(=O)NC(=O)C2(C)CCN2C(=O)Cc2cc(F)ccc2F)cc1 (stereo unspecified),10,2
CC(=O)Nc1ccc(S(=O)(=O)NCc2ccc(C(=O)NCCN(C)Cc3ccccc3)cc2)cc1,8,2
CCOC(=O)[C@]12CCC=C1N(Cc1cccc3ccccc13)C(=O)[C@H](CC(=O)NCCCN1CCCC1=O)C2,4,1
O=C(OCc1ccccc1)N1CCC2CC1c1cc(N3CCN(S(=O)(=O)c4cccc5ccccc45)CC3)ccc12 (stereo unspecified),14,-2
CCOC(=O)C1=CC[C@@H](c2cccc(Br)c2)N(S(=O)(=O)c2ccc(F)cc2)[C@H]1c1cccc(Cl)c1,20,1

# Bioassay records from PubChem BioAssay.

# An excerpt; the hit share may differ from the screen's.
